H37Rv inhibition = M. tuberculosis growth inhibition, HTS (AID 449762). M. tuberculosis H37Rv growth inhibition, 7H9 media; higher % means a stronger effect. inhibition, % at 25 µM, or IC50 in µM where a hit was titrated. 0.59% of 330,000 active; in the data active = a potency from the dose series; inconclusive = inhibition above about 70% without an active follow-up result;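 note: bacterial growth assessed after seven days of incubation; strong numbers were not always called active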
PhoP GFP inhibition = PhoP regulon inhibitors, Salmonella typhi PhoP promoter GFP reporter, confirmatory (AID 1850) | Salmonella Typhi PhoP-promoter GFP reporter, fluorescence, 4 h; higher % means a stronger effect | one-dose inhibition, % at 50 µM; IC50 in µM for titrated hits | 0.33% of 310,000 active; in the data active = a potency from the dose series; inconclusive = inhibition mostly from about 25% at the one dose, without a potency; inactive = the rest, 99 in 100 with inhibition below about 19%;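 note: 0% = induced wells with vehicle and 100% = uninduced wells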
M. tuberculosis = growth inhibition of non-replicating M. tuberculosis (AID 488890) | Mycobacterium tuberculosis non-replicating, growth inhibition; higher % means a stronger effect | 0.39% of 320,000 active | inhibition, % at 25 µM; hits with a dose series show IC50 in µM; in the data active = a potency from the dose series; inconclusive = inhibition mostly from about 82% at the one dose, without a potency; inactive = the rest, 99 in 100 with inhibition below about 76%;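 note: plate controls were DMSO cells for no effect and high antibiotic wells for full effect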
influenza NS1A = H1N1 influenza NS1A inhibitors, functional cell based assay (AID 504329); NS1A functional cell-based assay, percent inhibition; higher % means a stronger effect; one-dose inhibition, % at 12.5 µM; IC50 in µM for titrated hits; 0.3% of 340,000 active; in the data active = a potency from the dose series; inconclusive = inhibition above about 27% without an active follow-up result; note: strong numbers were not always called active
VEEV TC-83 Vero = inhibitors of VEEV TC-83 cytopathic effect, confirmation, Vero cells (AID 588727) | 0.13% of 350,000 active | Vero cells, VEEV TC-83 cytopathic effect inhibition; higher % means a stronger effect | inhibition, % at 20 µM; hits with a dose series show IC50 in µM; in the data active = a potency from the dose series; inconclusive = inhibition mostly from about 14% at the one dose, without a potency; inactive = the rest, 99 in 100 with inhibition below about 12%; note: strong numbers were not always called active
Numbers without * were called inactive; i = inactive; ? = inconclusive; . = not tested or not shown. No enrichment for hits, and some 1.5% of all compounds hit somewhere here.

Short forms – A = H37Rv inhibition; B = PhoP GFP inhibition; C = M. tuberculosis; D = influenza NS1A; E = VEEV TC-83 Vero
> CN(C)CCCN(C(=O)COc1ccc(Cl)cc1)c1nc2ccc(F)cc2s1
  A = -6%	B = 14%	C = 7%	D = 6%	E = i

> COc1ccc(C(C)(C)NC(=O)C2CCC(=O)N(CCCN3CCCC3=O)C2)cc1 (centres undefined)
  A = -2%	B = 12%	C = 12%	D = -3%	E = 0.5%

> CCc1nnc(NC(=O)C(C)N2C(=O)C3C4C=CC(C4)C3C2=O)s1 (centres undefined)
  A = 14%	B = -3%	C = -33%	D = 0%	E = 2.9%

> COc1ccc(CC(=O)n2[nH]c(=O)cc(C)c2=O)cc1OC
  A = 5%	B = 7%	C = -3%	D = -3%	E = 0.4%

> O=C(NC1CC(=O)N(c2ccc3c(c2)OCCO3)C1)N1CCC(O)CC1 (centres undefined)
  A = 1%	B = 2%	C = 3%	D = -14%	E = 2.8%

> CCOC(=O)CSc1n[nH]c(NC(=O)CC)n1
  A = -3%	B = 3%	C = 6%	D = -14%	E = 1.0%

> CCC(Oc1ccccc1)C(=O)N(C)CC(=O)N(CC(C)C)c1c(N)n(CC(C)C)c(=O)[nH]c1=O (centres undefined)
  A = -2%	B = 5%	C = 9%	D = -1%	E = i

> Cc1nc2c3ccccc3nc(NNC(=O)CCC(=O)NCCN3CCN(c4ccccc4)CC3)n2n1
  A = -3%	B = 1%	C = -7%	D = 1%	E = 3.1%

> COc1ccccc1NC(=S)N1CCC(NC(=O)C23CC4CC(CC(C4)C2)C3)CC1
  A = -2%	B = 3%	C = 19%	D = -6%	E = 0.9%

> O=C(/C=C/c1ccccc1)N/C(=C/c1ccccc1)C(=O)Nc1ccccc1O
  A = -3%	B = 2%	C = 0%	D = 5%	E = 5.9%

> Cc1cccc(NC(=O)CCS(=O)(=O)c2ccccc2)c1
  A = 0%	B = -6%	C = -3%	D = -24%	E = 0.3%

> CCOC(=O)c1cc(C(=O)OCC)c(=O)[nH]c1C
  A = -1%	B = 0%	C = -27%	D = -5%	E = 0.6%

> N#Cc1ccc(Cn2ccnc2C(=O)Nc2ccccc2)cc1
  A = 0%	B = -11%	C = 41%	D = 3%	E = 0.7%

> COCCn1c(=S)[nH]c2sc3c(c2c1=O)CCC(C)C3 (centres undefined)
  A = -3%	B = -1%	C = -6%	D = -7%	E = 0.2%

> CC(NCc1ccc(S(N)(=O)=O)cc1)C(=O)Nc1cccc(Cl)c1 (centres undefined)
  A = -2%	B = -19%	C = 3%	D = 11%	E = 5.2%

> C/C(=N\NC(=O)Cc1cccn1C)c1ccc([N+](=O)[O-])cc1
  A = -4%	B = 4%	C = -3%	D = .	E = i

> CC(C)OC(=O)c1cc(C(=O)c2cc(Cl)ccc2O)coc1=N
  A = ?	B = 5%	C = 4.7µM*	D = -2%	E = 2.2%

> COc1ccc(NC(=O)c2ccc3ccccc3c2)cc1NS(=O)(=O)c1ccc(F)cc1
  A = 3%	B = -7%	C = -9%	D = -2%	E = 13%

> CCc1ccc(C2=NN(CCC(=O)NC(C)CCc3ccccc3)C(=O)CC2)cc1 (centres undefined)
  A = -13%	B = 2%	C = 25%	D = 18%	E = 1.6%

> COc1cc(C)ccc1OCCOc1ccccc1Cl
  A = 15%	B = 3%	C = 40%	D = -1%	E = 2.2%

> COc1ccc(CCN(C(=O)c2cccc(F)c2)C2CC(=O)N(c3ccccc3)C2=O)cc1 (centres undefined)
  A = 6%	B = 5%	C = 22%	D = -13%	E = 1.0%

> COc1ccccc1CC(=O)N1CCN(CCc2ccccc2)CC1
  A = -4%	B = 1%	C = -5%	D = -2%	E = i

> Cc1ccnc(NCc2cc(C)ccc2O)c1
  A = 6%	B = 7%	C = 26%	D = -7%	E = 1.6%

> Cc1ccc(/C=N/NS(=O)(=O)c2ccccc2)o1
  A = 5%	B = 5%	C = -2%	D = -7%	E = 0.5%

> CN(C)c1ccc(N/C(N)=N/c2nc(C(F)(F)F)cc(C(F)(F)F)n2)cc1
  A = 4%	B = -4%	C = 44%	D = 14%	E = i

> NS(=O)(=O)c1ccc(CCNC(=O)c2ccc(NC3=NC4CS(=O)(=O)CC4S3)cc2)cc1 (centres undefined)
  A = -11%	B = 6%	C = 1%	D = -12%	E = 1.1%

> COc1cc(OC)c2c(-c3cccc(-c4sccc4C(C)=O)c3)cc(=O)oc2c1
  A = .	B = .	C = .	D = -24%	E = 6.0%

> CC(=O)N1CCN(Cc2nc3ccc(Cl)cc3n2CCO)CC1
  A = -1%	B = 2%	C = -5%	D = -3%	E = 0.6%

> O=C(CCCc1nc2ccccc2s1)NCc1ccccc1F
  A = -1%	B = -8%	C = 63%	D = 7%	E = i

> COc1ccc(N2CCN(C(=O)C(=O)c3cn(CC(=O)N4CCOCC4)c4ccccc34)CC2)cc1
  A = 7%	B = -37%	C = 6%	D = 1%	E = i

> Cc1noc(C)c1CSc1nc2sc3c(c2c(=O)n1C)CCCC3
  A = 10%	B = 1%	C = -4%	D = 6%	E = i

> CCNc1nc(NC(C)C)nc(NS(=O)(=O)c2ccc(N)cc2)n1
  A = -9%	B = -8%	C = 11%	D = -17%	E = 0.2%

> O=C(c1coc2ccc(O)c(CN3CCOCC3)c12)C1CC1
  A = -2%	B = 3%	C = -1%	D = 10%	E = 0.1%

> O=C(COC(=O)C1CC(=O)N(C2CCCCC2)C1)c1ccc(F)cc1 (centres undefined)
  A = -8%	B = 2%	C = -1%	D = 9%	E = 0.4%

> CCN(CC)S(=O)(=O)c1ccc(N2CCOCC2)c(NC(=O)c2ccco2)c1
  A = 2%	B = .	C = -3%	D = 0%	E = 0.1%

> N#Cc1c2c(c(=S)n(-c3ccccc3)c1N)CCCC2
  A = -1%	B = -14%	C = 0%	D = -7%	E = 1.5%

> CNC(=O)c1cc2cc(Cl)cc(OC)c2oc1=O
  A = -4%	B = 7%	C = 6%	D = -3%	E = 2.0%

> CCOC(=O)Cc1csc(NC(=O)c2ccc(OC)c(OC)c2)n1
  A = 1%	B = 1%	C = 12%	D = 6%	E = 3.6%

> O=c1c(/C=N/O)c(Nc2ccccc2)nc2ccccn12
  A = -8%	B = -5%	C = 64%	D = 4%	E = 0.1%

> O=S(=O)(Nc1cccc(Cl)c1)c1ccc2oc(=S)[nH]c2c1
  A = -2%	B = 9%	C = 2%	D = -3%	E = i

> C[C@@H](C(=O)NCc1ccc(S(C)(=O)=O)cc1)[C@H]1C[C@]1(C)[C@H](NC(=O)OCc1ccccc1)c1ccccc1
  A = 0%	B = 0%	C = 10%	D = .	E = .

> Cc1ccc2nc(SC(C)C(=O)N3CCOCC3)[nH]c2c1 (centres undefined)
  A = -4%	B = 3%	C = -3%	D = -15%	E = 2.7%

> O=C(NCc1ccc(F)cc1)c1cnc2n(c1=O)CCS2
  A = -5%	B = 6%	C = .	D = 6%	E = 0.7%

> O=C(COC(=O)CCSc1ccc(Cl)cc1)Nc1ccc(F)cc1
  A = -1%	B = -2%	C = ?	D = -8%	E = 0.2%

> CC(=O)C1=C(C)NC(SCC(=O)Nc2nc3ccccc3s2)=C(C#N)C1c1ccc(Cl)cc1 (centres undefined)
  A = ?	B = -25%	C = 30%	D = 5%	E = 4.7%

> O=C(CCN(CCO)Cc1ccccc1)Nc1ccc(Br)cc1
  A = -1%	B = 20%	C = 3%	D = -2%	E = i

> CCCc1nnc(SCC(=O)Nc2nnc(CC)s2)n1CC1CCCO1 (centres undefined)
  A = 11%	B = 5%	C = -24%	D = 7%	E = 1.1%

> Cc1cc(N2CCCC(C(=O)Nc3cccc(Cl)c3)C2)n2ncnc2n1 (centres undefined)
  A = -5%	B = 3%	C = 12%	D = 7%	E = 3.8%

> O=C(CCCc1ccccc1)NCCS(=O)(=O)N1CCN(c2ccccc2F)CC1
  A = 16%	B = 5%	C = 27%	D = 0%	E = 1.0%

> COC(=O)c1ccc(/C=N/N2CCN(Cc3ccccc3Cl)CC2)cc1
  A = 2%	B = -12%	C = 6%	D = 6%	E = i

Entries of single compounds from above. Order of values: H37Rv inhibition	PhoP GFP inhibition	M. tuberculosis	influenza NS1A	VEEV TC-83 Vero
NS(=O)(=O)c1ccc(CCNC(=O)c2ccc(NC3=NC4CS(=O)(=O)CC4S3)cc2)cc1 (centres undefined) reads -11%	6%	1%	-12%	1.1%
COC(=O)c1ccc(/C=N/N2CCN(Cc3ccccc3Cl)CC2)cc1 reads 2%	-12%	6%	6%	i
CCCc1nnc(SCC(=O)Nc2nnc(CC)s2)n1CC1CCCO1 (centres undefined) reads 11%	5%	-24%	7%	1.1%

New compounds follow
Short forms – A = H37Rv inhibition; B = PhoP GFP inhibition; C = M. tuberculosis; D = influenza NS1A; E = VEEV TC-83 Vero
> O=C(NN1C(=O)C2C3C=CC(C3)C2C1=O)c1ccncc1 (centres undefined)
  A = 14%	B = 1%	C = 55%	D = -5%	E = 1.3%

> COc1ccc(-c2cc(-c3ccc(C)cc3)nc(SCc3nnc(-c4ccccc4)o3)c2C#N)cc1OC
  A = 11%	B = -2%	C = -1%	D = 9%	E = i

> C[C@H](NC(=O)[C@@H]1CSC2c3ccccc3C(=O)N21)C(=O)NC1CCCCC1 (some centres undefined)
  A = 10%	B = -37%	C = 9%	D = 20%	E = i

> CCCn1nnnc1NCc1cc(Br)ccc1OC
  A = 2%	B = -6%	C = 30%	D = 10%	E = 3.8%

> COC(=O)c1ccccc1N(C)S(=O)(=O)c1cc2c3c(c1)CCC(=O)N3CCC2
  A = 3%	B = 5%	C = -13%	D = -1%	E = 9.8%

> O=C(Nc1ccc(Br)cc1)C1CCCN1S(=O)(=O)c1cccs1 (centres undefined)
  A = 69%	B = 2%	C = 39%	D = 6%	E = 1.5%

> CCC(=O)N1CCc2cc(S(=O)(=O)N3CCCCCC3)ccc21
  A = 0%	B = -10%	C = 5%	D = 12%	E = 0.0%

> COC(=O)c1ccccc1NC(=O)CSc1nnc(C(C)NC(=O)c2ccc(Cl)cc2Cl)n1C (centres undefined)
  A = -10%	B = 7%	C = 29%	D = 3%	E = 2.7%

> CC(C)c1nc(SCC(=O)NC2CCCCC2)c2ccccc2n1
  A = 0%	B = -6%	C = 5%	D = -24%	E = 0.3%

> CCC(C)(C)NCC(=O)Nc1ccc(OC(F)(F)F)cc1
  A = -19%	B = 0%	C = -9%	D = 1%	E = 2.0%

> COc1ccc(/C=C/C(=O)Oc2ccc(/C=N\NC(=O)c3ccc(F)cc3)cc2)cc1
  A = -1%	B = -17%	C = 22%	D = -1%	E = 0.7%

> Cc1ccc(-n2cccn2)c([C@@H]2C[C@H]3CN(C)C(=O)[C@]34CCCN24)c1
  A = -7%	B = 5%	C = 8%	D = -4%	E = 0.4%

> CCN(CC)S(=O)(=O)c1ccc(NC(=O)COc2nc3ccccc3nc2N2CCOCC2)cc1
  A = 1%	B = -9%	C = 18%	D = -3%	E = 0.2%

> CCOC(=O)C1CCCN(Cc2nc(N)nc(Nc3ccc(OC)cc3)n2)C1 (centres undefined)
  A = -1%	B = -10%	C = 35%	D = 3%	E = 2.2%

> C=CCn1c(O)c(C(C)=NCc2ccco2)c(=O)[nH]c1=O
  A = 2%	B = -6%	C = 6%	D = 3%	E = 2.7%

> CCc1ccc(OCC(O)Cn2c(N3CCCCC3)nc3c2c(=O)[nH]c(=O)n3C)cc1 (centres undefined)
  A = 2%	B = -2%	C = -6%	D = 4%	E = 5.6%

> N#Cc1ccc(COc2cccnc2[N+](=O)[O-])cc1
  A = -4%	B = 5%	C = 1%	D = -16%	E = 1.1%

> CCn1ccnc1CN1CCc2c([nH]c3ccccc23)C1C(C)(C)C (centres undefined)
  A = 10%	B = 5%	C = 23%	D = -1%	E = i

> Cc1cccc(N(CC(=O)N2CCOCC2)S(C)(=O)=O)c1
  A = -4%	B = 0%	C = -1%	D = 0%	E = 0.8%

> CC(=O)NC12CC3CC(C1)CC(C(=O)N1CCN(S(=O)(=O)c4ccc([N+](=O)[O-])cc4)CC1)(C3)C2
  A = .	B = .	C = .	D = -4%	E = i

> CCSc1nnc([C@@H]2CCCN2C(=O)OC(C)(C)C)o1
  A = -12%	B = -11%	C = -7%	D = -6%	E = 1.4%

> CCS(=O)(=O)c1ccc2oc(Nc3cccc(OC)c3)nc2c1
  A = -9%	B = 1%	C = 24%	D = -13%	E = 7.8%

> Fc1cccc(Cl)c1-c1nnc2ccc(N3CCOCC3)nn12
  A = -9%	B = 5%	C = -4%	D = 2%	E = 0.1%

> O=C(NCC1CC1)C1CCCN(S(=O)(=O)c2ccc(-n3cnnn3)cc2)C1 (centres undefined)
  A = -3%	B = -4%	C = 4%	D = 6%	E = 4.4%

> C=CCSc1nnc(NC(=O)CSc2nnc(C)s2)s1
  A = -1%	B = 8%	C = 29%	D = 6%	E = 1.8%

> CN(C)C(CNC(=O)c1cc2ccccc2oc1=O)c1ccccc1 (centres undefined)
  A = 6%	B = 0%	C = 27%	D = 10%	E = 2.0%

Source: PubChem BioAssay
